From PubChem BioAssay
C-LANA FP – inhibitors of KSHV LANA C-terminal domain DNA binding | MBP-C-LANA/FAM-LBS DNA binding, fluorescence polarization | inhibition, % at 9 µM | 340,000 compounds, 0.078% hits | AID 504423;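 active = highest replicate inhibition at or above 60% at 9 µM, even if other replicates fall short; inactive = all replicates below 60% inhibition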;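 note: 0% = neutral control wells and 100% = 4 µM acridine orange control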
RTF Ca sens inh – cardiac RTF calcium desensitization; IANBD-labeled cardiac RTF, Ca2+ fluorescence; 340,000 compounds, 0.12% hits; inhibition, % at 7.15 µM; AID 493244;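 active = inhibition above the mean inhibition of all tested compounds plus 3 SD, cut at about 17% in these data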;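 note: assay run at fixed EC70 calcium of 1.6 mM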
RTF Ca sens act – cardiac RTF calcium sensitization; P19429+P45379; IANBD-labeled TnC RTF fluorescence at EC20 calcium; 0% EC20 calcium, 100% full calcium; activation, % at 7.2 µM; 340,000 compounds, 0.24% hits; AID 493008;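 active = activation above the mean over all tested compounds plus 3 SD, cut at about 30% in these data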;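 note: rise in fluorescence read as greater calcium sensitivity of cardiac thin filaments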
DSG3 Ab inh – human desmoglein-3 autoantibody binding inhibition; P32926; DSG3-coupled beads, scFv-anti-DSG3-GFP binding, flow cytometry; stronger effect = lower value; binding (percent of control), % at 10 µM; 310,000 compounds, 0.48% hits; AID 588358;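 active = binding more than 3 SD below its plate's average and above zero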;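 note: hits lower antibody fragment binding to DSG3; some compounds called inactive have numbers as strong as hits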
V-ATPase pH – yeast V-ATPase proton transport regulation by pHLuorin; S. cerevisiae, pHLuorin cytosolic pH fluorescence; response, % at 10 µM; 350,000 compounds, 0.37% hits; AID 504577; in the data active = response mostly above about 7.3%, no sharp cut-off; inactive = mostly below about 5.4%; note: actives read high; inactives centre near 0; some compounds called inactive have numbers as strong as hits; reference of the scale not given here
Wnt act – activators of Wnt/beta-catenin signaling; Wnt/beta-catenin reporter cell assay, activator, plate reader; activation, % at 9.35 µM; 300,000 compounds, 1.2% hits; AID 743398; in the data active = activation above about 30%, passing the limit was not always enough;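 note: 0% = neutral control wells and 100% = positive control wells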
Arr AP2 block – human beta-arrestin and AP2 interaction inhibition | 340,000 compounds, 0.31% hits | inhibition, % at 10 µM | FITC-arrestin peptide / GST-AP2 beads, flow cytometry; AP2 beta2 appendage carries R879A mutation | AID 504490;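 active = inhibition above a set limit, near 3 SD of compounds lacking own fluorescence, cut at about 54% in these data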;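 note: plate controls were DMSO wells for no effect and 5 µM unlabelled arrestin peptide for full effect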
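Assay system: GST-AP2 R879A bound to glutathione beads, E. coli-expressed; Medium: PBS with 0.05% Tween 20 and 0.1% BSA; Also added: fluorescein-tagged arrestin peptide at 50 nM final; Timing: 12 min plus 1 h, RT; Measured by: flow cytometry, FL1 (488/535 nm); Evaluation: percent drop in bead-associated FITC signal.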
OPRM1-OPRD1 ag – agonists of human mu-delta opioid receptor heterodimerization. AID 504326. cells, OPRM1-OPRD1 heterodimerization, luminescence. activation, % at 9.3 µM. P35372+P41143. 340,000 compounds, 0.3% hits; in the data active = activation above about 18%;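 note: 0% = vehicle-treated cells and 100% = reference agonist; values of inactives mirror those of a sister screen read the other way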
Target sequence (P35372 whole entry, looked up): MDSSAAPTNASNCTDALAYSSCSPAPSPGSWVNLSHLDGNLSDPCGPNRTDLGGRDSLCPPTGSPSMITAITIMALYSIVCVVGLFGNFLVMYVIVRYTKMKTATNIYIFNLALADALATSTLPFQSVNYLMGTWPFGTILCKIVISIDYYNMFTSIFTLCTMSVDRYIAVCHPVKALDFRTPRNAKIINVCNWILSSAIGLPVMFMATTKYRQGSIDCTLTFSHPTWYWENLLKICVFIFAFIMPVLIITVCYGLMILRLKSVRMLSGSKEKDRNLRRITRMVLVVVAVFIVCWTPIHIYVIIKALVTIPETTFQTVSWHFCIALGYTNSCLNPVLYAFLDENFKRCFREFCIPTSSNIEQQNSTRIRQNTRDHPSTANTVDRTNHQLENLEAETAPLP
Target sequence (P41143 whole entry, looked up): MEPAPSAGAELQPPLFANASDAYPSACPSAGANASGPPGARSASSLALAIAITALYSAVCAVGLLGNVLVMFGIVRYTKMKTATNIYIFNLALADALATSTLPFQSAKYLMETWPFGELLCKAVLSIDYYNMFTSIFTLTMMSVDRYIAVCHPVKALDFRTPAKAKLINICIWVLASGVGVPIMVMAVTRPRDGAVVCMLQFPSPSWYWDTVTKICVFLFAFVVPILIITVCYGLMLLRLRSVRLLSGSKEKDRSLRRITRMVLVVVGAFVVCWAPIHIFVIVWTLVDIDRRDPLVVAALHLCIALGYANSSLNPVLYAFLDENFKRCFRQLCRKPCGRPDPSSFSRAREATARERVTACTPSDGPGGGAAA
MOR-DOR inv ag – inverse agonist of human OPRM1-OPRD1 heterodimerization | 340,000 compounds, 0.21% hits | inhibition, % at 9.3 µM | cell-based MOR-DOR heterodimer luminescence, inverse agonism | AID 504357 | P35372+P41143; in the data active = inhibition above about 22%, passing the limit was not always enough;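 note: 0% = cells with DMSO and 100% = wells without cells with DMSO; values of inactives mirror those of a sister screen read the other way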
Keap1 Nrf2 FP – Keap1-Nrf2 (human) interaction inhibition | Keap1 Kelch-Nrf2 peptide fluorescence polarization, 1536-well | inhibition, % at 9.4 µM | 340,000 compounds, 0.15% hits; in the data active = inhibition above about 12%;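 note: human Keap1 Kelch domain with fluorescein labeled Nrf2 9mer peptide probe; 0% = neutral control wells and 100% = peptide positive control; higher means more block of Keap1 binding to Nrf2 peptide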
* marks the source's active call; other numbers are inactive results; . = not tested or not shown.

SMILES	C-LANA FP	RTF Ca sens inh	RTF Ca sens act	DSG3 Ab inh	V-ATPase pH	Wnt act	Arr AP2 block	OPRM1-OPRD1 ag	MOR-DOR inv ag	Keap1 Nrf2 FP
Cn1c(=O)c(C(=O)NCc2ccccc2Cl)c(O)c2ccccc21	-0.5	-5	11	94	-4	1	28	-3.0	14	-1
Nc1nonc1-c1nc2ccccc2n1CC(=O)N/N=C\c1ccc(-c2ccc(Cl)cc2)o1	2.4	-3	-10	69	2	.	7	.	.	3
Cc1cc(OC(=O)c2cccs2)ccc1C(C)C	5.6	-8	-2	90	6	.	-7	1.4	-7	-1
COc1cccc(CC(NC(C)=O)C(=O)NC2CCN(C(=O)c3ccc(Cl)cc3)CC2)c1OC (centres undefined)	-1.6	4	-1	99	-5	-2	16	-1.3	7	-1
Cc1nc(SC(C)C(=O)Nc2c(C)n(C)n(-c3ccccc3)c2=O)nc(C)c1C (centres undefined)	0.9	2	2	99	2	-1	1	-3.0	12	-3
COc1cc(/C=N/NC(=O)Nc2cccc3nsnc23)cc(OC)c1OC	-1.0	-2	-1	99	-4	.	8	-0.7	4	8
CCOc1ccc(CC2NCCc3cc(OCC)c(OCC)cc32)cc1OCC (centres undefined)	-2.2	5	-2	100	-1	1	29	-2.2	11	1
CC(=O)c1ccc(NC(=O)c2ccc(CSc3ccccc3)o2)cc1	-1.1	-5	1	102	6	2	11	0.3	-2	-2
Cc1c(C(=O)N2CCCCC2)c(S(=O)(=O)NCCc2ccc(Cl)cc2)c(C)n1C	2.3	-12	-6	.	2	0	38	0.5	-3	2
COc1cc(/C=N/NC(=O)c2ccccc2)ccc1OS(=O)(=O)c1ccccc1	0.0	-15	4	113	-4	0	0	0.7	-5	3
Cc1ccc2nc(SCC(=O)c3cc(C)n(C)c3C)[nH]c2c1	-0.2	4	-4	78	0	.	30	-0.3	2	-5
CC(C)CCN1CCN(C2CCN(c3ccc4c(c3)OCO4)CC2)CC1CCO (centres undefined)	1.5	1	0	107	5	0	5	1.9	-14	-3
CCOc1ccc(NCCC(O)c2ccc(F)cc2)cc1 (centres undefined)	0.8	0	-3	106	1	0	8	1.5	-7	-4
CC(=O)c1sc(NC(=O)CS(=O)(=O)c2ccccc2)nc1C	-0.6	-4	3	103	0	5	9	-0.1	1	-4
CCOC(=O)c1c(NC(=O)/C=C/C(=O)O)sc(C)c1-c1ccc(F)cc1	0.0	1	-4	87	5	0	49	-2.8	15	-4
Fc1ccc(-c2csc(-c3cccnc3)n2)cc1F	-0.6	0	5	93	0	23	1	1.4	-8	0
COc1cc(C(=O)Nc2ccc(S(=O)(=O)Nc3cc(C)nc(C)n3)cc2)cc(OC)c1OC	-1.5	-9	11	106	-1	1	-11	-1.7	9	-4
CC(C)(C)n1cnc2cc(NCc3ccccc3O)ccc21	-0.3	-1	6	121	-2	13	10	-1.8	8	-2
Cc1c[nH]c2cccc(OCC(CNC(C)(C)C)OC(=O)c3ccccc3)c12 (centres undefined)	-1.0	-3	-2	98	-3	1	16	-0.8	4	5
Cc1cc(S(=O)(=O)Nc2ccccc2C(=O)O)ccc1Cl	-0.6	-8	-4	96	2	2	1	-2.3	12	1
Cc1nnc2n(-c3ccccc3)c(=O)c3c4c(sc3n12)CC(C)CC4 (centres undefined)	-0.7	-12	1	100	5	.	-6	-2.2	12	-2
CCOC(=O)c1c(NC(=S)NC(=O)c2cnn(CC)c2)sc2c1CCC(C)C2 (centres undefined)	1.0	-3	2	104	0	-2	22	-0.2	1	1
O=C(NCCC1=CCCCC1)c1ccc(-n2cncn2)c([N+](=O)[O-])c1	.	-10	3	107	3	-1	-3	0.4	-2	.
CC(CCc1ccccc1)NC(=O)c1cccc([N+](=O)[O-])c1 (centres undefined)	-0.7	1	-6	97	3	.	4	-1.8	9	-2
CN(C)S(=O)(=O)c1ccc(NC(=O)CN2CCCc3ccccc32)cc1	0.3	-12	7	.	-2	0	-20	-2.7	13	-8
O=C(Cn1cnc2ccccc21)OCC(=O)N1CCc2ccccc2C1	-0.2	-14	6	107	-10	-4	-5	0.7	-4	-5
O=C(CSc1nc(C2CC2)nc2ccccc12)Nc1ccccc1N1CCOCC1	-0.6	-7	-5	101	-1	-3	-24	-4.0	19	-2
O=C(Nc1nnc(SCC(=O)N2CCCC2)s1)C1CC(=O)N(c2ccc(F)cc2)C1 (centres undefined)	-3.4	-8	-6	104	-2	-2	35	-1.5	8	0
CC(C)CC(NC(=O)c1ccco1)C(=O)Nc1ccc2c(c1)OCCO2 (centres undefined)	-0.8	-4	0	105	0	-7	14	-3.5	18	-1
O=C(CSc1nc2c(oc3ccccc32)c(=O)n1CC1CCCO1)NCc1ccc(F)cc1 (centres undefined)	0.2	-15	-14	95	-2	-2	34	-4.6	24	2

Single values from the entries so far:
COc1cc(C(=O)Nc2ccc(S(=O)(=O)Nc3cc(C)nc(C)n3)cc2)cc(OC)c1OC – RTF Ca sens inh: -9
CC(CCc1ccccc1)NC(=O)c1cccc([N+](=O)[O-])c1 (centres undefined) – RTF Ca sens act: -6
O=C(Cn1cnc2ccccc21)OCC(=O)N1CCc2ccccc2C1 – Wnt act: -4

Next part
SMILES	C-LANA FP	RTF Ca sens inh	RTF Ca sens act	DSG3 Ab inh	V-ATPase pH	Wnt act	Arr AP2 block	OPRM1-OPRD1 ag	MOR-DOR inv ag	Keap1 Nrf2 FP
O=C(NCc1ccccc1)c1ccc(CN2CCOCC2)cc1	1.2	-1	0	104	1	.	8	-2.9	16	-2
O=C(CSC1CCCCC1)Nc1nccs1	0.0	2	4	117	5	.	-1	4.3	-25	-10
Cn1cc(CCC(=O)NCCCc2ccccc2)c2ccccc21	0.8	-2	-6	102	0	-1	8	-3.4	16	-2
CCOc1ccc(C(=O)N2CCN(CCc3ccccc3)CC2)cc1OCC	-1.7	0	4	118	1	5	-3	-3.3	17	-2
O=C(CN1C2CCCC1CC(NC(=O)c1ccccc1)C2)NC1CC1 (centres undefined)	-0.3	-10	-1	95	1	-3	17	-1.5	8	-6
CC(C)C[C@H](NC(=O)c1nc[nH]c1C(=O)NCc1ccc(CNC(=O)OC(C)(C)C)cc1)C(=O)OC(C)(C)C	-0.7	-13	-2	104	-3	-14	14	3.9	-23	-4
C/C=C1\NC(=O)[C@H](CC(N)=O)N(C)C(=O)C([C@@H](C)O)NC(=O)C(CCCc2ccc(OC)cc2)NC(=O)[C@H](C(C)C)NC(=O)/C(=C\C)NC(=O)[C@H](O)[C@@H](C[C@@H](O)CCCCCCC)NC(=O)[C@H](C)NC(=O)CN(C)C(=O)[C@H](CCC(N)=O)NC1=O (some centres undefined)	1.7	-4	-3	208	-3	-2	-14	-1.6	8	-3
Cc1nn(C)cc1C=NCCOCc1ccccc1	-0.5	-3	-1	102	-1	-4	1	-1.0	5	-5
Cc1ccc(NC(=S)N2CCN(c3ccccn3)CC2)c(C)c1	-1.3	6	-1	89	-2	0	22	-2.0	12	-1
COc1cc(OC)c(N(C)C(=O)c2cc3c(s2)-c2ccccc2S(=O)(=O)C3)cc1Cl	-0.7	-4	5	.	0	-3	-3	0.3	-2	-4
Cc1sc(NC(=O)c2ccco2)nc1-c1ccccc1	0.5	-10	-3	98	2	.	5	1.1	-6	-3
O=c1sc(Nc2ccccc2)nc2ccsc12	-0.8	-2	-2	97	-4	.	6	4.0	-19	-6
O=c1cc(CSc2nnc(C3CC3)n2Cc2ccccc2)nc2sccn12	-1.2	-12	12	113	6	0	-24	1.0	-5	-3
FC(F)C(F)(F)C1=CC(c2cccs2)=NCCN1	2.5	-6	4	101	6	-5	1	-2.9	16	0
O=C(c1cc2cc(Cl)ccc2oc1=O)N1CCCC1	1.6	-1	4	.	0	-1	0	-1.6	9	-5

Nothing new here: entries from further up.
SMILES	C-LANA FP	RTF Ca sens inh	RTF Ca sens act	DSG3 Ab inh	V-ATPase pH	Wnt act	Arr AP2 block	OPRM1-OPRD1 ag	MOR-DOR inv ag	Keap1 Nrf2 FP
FC(F)C(F)(F)C1=CC(c2cccs2)=NCCN1	2.5	-6	4	101	6	-5	1	-2.9	16	0
O=C(c1cc2cc(Cl)ccc2oc1=O)N1CCCC1	1.6	-1	4	.	0	-1	0	-1.6	9	-5

Additional compounds follow.
SMILES	C-LANA FP	RTF Ca sens inh	RTF Ca sens act	DSG3 Ab inh	V-ATPase pH	Wnt act	Arr AP2 block	OPRM1-OPRD1 ag	MOR-DOR inv ag	Keap1 Nrf2 FP
COc1ccc(OC)c(NC(=S)NCCCN2CCOCC2)c1	0.2	-7	4	98	-2	.	-10	-3.9	17	3
CCOc1cc(C=O)ccc1OCCSc1ccc(C)cc1	-0.4	-3	13	106	0	1	-9	7.6	-40	-6
CC(=O)c1cccc(NC(=O)c2noc3c2CCc2ccccc2-3)c1	0.5	-18	3	103	-3	33*	-1	2.2	-11	3
Cn1cc(S(=O)(=O)N2CCOCC2)cc1C(=O)NCc1ccc(Cl)cc1	-0.1	0	5	106	-3	-3	5	-2.4	14	-2
O=S(=O)(NCCc1ccccc1)c1cccs1	-0.3	-7	0	100	-1	1	1	-1.6	10	-2
COC(=O)CNC(=O)C1CCN(S(=O)(=O)c2cnc[nH]2)CC1	-1.3	-6	4	101	-2	-2	9	-2.8	14	1
COc1ccc(N(C(=O)COc2ccccc2OC)S(=O)(=O)c2ccc(C)cc2)cc1	-1.2	-1	-1	108	0	.	1	-1.9	8	-5
COc1cccc(NC(=O)CSc2nc3ccccc3cc2Cc2ccccc2)c1	0.8	-7	5	102	-1	.	-41	0.6	-3	1
CC(c1ccccc1)n1cc(C(=O)NCC2CCCO2)nn1 (centres undefined)	-1.5	1	-2	98	5	.	9	0.2	-1	0
COc1ccc2sc(N(CCCN(C)C)C(=O)c3ccc(S(=O)(=O)N4CCCc5ccccc54)cc3)nc2c1	0.6	-6	-8	112	-1	-3	2	4.0	-22	-4
Nc1nc2ccc(C(=O)NC3CCCCC3)cc2s1	0.1	5	3	103	-4	.	-3	-3.1	17	-4
CC(/C=N/NC(=O)NC1CCCCC1)=C\c1ccccc1	-0.1	1	6	104	-5	2	-3	1.9	-9	-8
COCCn1c(SCC(=O)NCc2ccc(OC)c(OC)c2)nc2ccccc21	0.5	-11	8	114	-1	-2	0	-0.3	2	-3
Cc1ccc2nc(SCC(=O)NC3CCCC3)[nH]c2c1	0.5	-13	-2	81	2	0	1	-1.2	8	-1
CCc1nnc(NC(=O)CCNC(=O)c2ccccc2Cl)s1	0.0	0	0	110	1	0	18	-0.5	3	-4
COc1ccc(NS(=O)(=O)c2ccc(N)c(C(=O)O)c2)cc1	-1.0	-3	-6	103	0	.	1	-1.8	10	-2
COc1cccc(/C=N\NC(=O)C2C(=O)NCC2c2ccccc2)c1O (centres undefined)	-2.3	-6	5	111	5	-5	8	1.4	-6	-4
COc1ccccc1-c1c(C#N)c(N)nc2c1CCC2	1.2	0	4	106	-2	2	-5	-1.0	5	-4
Cc1cc(C)cc(NC(=O)CN2C(=O)C3CC=CCC3C2=O)c1 (centres undefined)	-1.9	9	5	94	-4	-1	11	-0.1	0	1
COc1ccc(C(=O)Nc2ccc(C(=O)NCCc3ccccc3)cc2)cc1	2.0	-10	1	98	-2	-3	0	2.0	-10	-4
